# Screening data deposited in PubChem BioAssay by several laboratories.
# V-ATPase pH – alters yeast V-ATPase proton transport. S. cerevisiae, pHLuorin cytosolic pH fluorescence. response, % at 10 µM. 0.37% of 350,000 active; in the data active = response mostly above about 7.3%, no sharp cut-off; inactive = mostly below about 5.4%; note: actives read high; inactives centre near 0; some compounds called inactive have numbers as strong as hits; reference of the scale not given here
# MOR-DOR inv ag – mu-delta opioid heterodimer inverse agonism; P35372+P41143; cell-based MOR-DOR heterodimer luminescence; inhibition, % at 9.3 µM; 0.21% of 340,000 active; in the data active = inhibition above about 22%, passing the limit was not always enough;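 note: 0% = cells with DMSO and 100% = wells without cells with DMSO; values of inactives mirror those of a sister screen read the other way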
# LANA DNA inh – blocks KSHV LANA C-terminal domain binding to DNA. inhibition, % at 9 µM. 0.078% of 340,000 active. MBP-C-LANA/FAM-LBS DNA binding, fluorescence polarization;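 active = highest replicate inhibition at or above 60% at 9 µM, even if other replicates fall short; inactive = all replicates below 60% inhibition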;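 note: 0% = neutral control wells and 100% = 4 µM acridine orange control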
# MOR-DOR ag – agonists of human mu-delta opioid receptor heterodimerization. activation, % at 9.3 µM. 0.3% of 340,000 active. AID 504326. cells, OPRM1-OPRD1 heterodimerization, luminescence; in the data active = activation above about 18%;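 note: 0% = vehicle-treated cells and 100% = reference agonist; values of inactives mirror those of a sister screen read the other way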
# Arr AP2 block – blocks beta-arrestin peptide binding to AP2 adaptin | FITC-arrestin peptide / GST-AP2 beads, flow cytometry; AP2 beta2 appendage carries R879A mutation | 0.31% of 340,000 active | inhibition, % at 10 µM;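 active = inhibition above a set limit, near 3 SD of compounds lacking own fluorescence, cut at about 54% in these data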;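 note: plate controls were DMSO wells for no effect and 5 µM unlabelled arrestin peptide for full effect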
#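 test system = AP2 appendage R879A on GSH beads | buffer or medium = PBS plus Tween 20 (0.05%) and BSA (0.1%) | incubation = 12 min plus 1 h, RT | detection = bead flow cytometry, FITC channel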
# Wnt bcat act – activates Wnt/beta-catenin signaling in a reporter cell assay; activator, plate reader; activation, % at 9.35 µM; 1.2% of 300,000 active; AID 743398; in the data active = activation above about 30%, passing the limit was not always enough;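 note: 0% = neutral control wells and 100% = positive control wells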
# RTF Ca sens act – cardiac RTF calcium sensitization; activation, % at 7.2 µM; AID 493008; 0.24% of 340,000 active; IANBD-labeled TnC RTF fluorescence at EC20 calcium; 0% EC20 calcium, 100% full calcium;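 active = activation above the mean over all tested compounds plus 3 SD, cut at about 30% in these data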;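 note: rise in fluorescence read as greater calcium sensitivity of cardiac thin filaments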
# Keap1 Nrf2 FP – inhibitors of human Keap1-Nrf2 protein-protein interaction | Q14145 | Keap1 Kelch-Nrf2 peptide fluorescence polarization, 1536-well | inhibition, % at 9.4 µM | 0.15% of 340,000 active; in the data active = inhibition above about 12%;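 note: human Keap1 Kelch domain with fluorescein labeled Nrf2 9mer peptide probe; 0% = neutral control wells and 100% = peptide positive control; higher means more block of Keap1 binding to Nrf2 peptide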
# Target sequence (Q14145 whole entry, looked up, the tested form may be a part): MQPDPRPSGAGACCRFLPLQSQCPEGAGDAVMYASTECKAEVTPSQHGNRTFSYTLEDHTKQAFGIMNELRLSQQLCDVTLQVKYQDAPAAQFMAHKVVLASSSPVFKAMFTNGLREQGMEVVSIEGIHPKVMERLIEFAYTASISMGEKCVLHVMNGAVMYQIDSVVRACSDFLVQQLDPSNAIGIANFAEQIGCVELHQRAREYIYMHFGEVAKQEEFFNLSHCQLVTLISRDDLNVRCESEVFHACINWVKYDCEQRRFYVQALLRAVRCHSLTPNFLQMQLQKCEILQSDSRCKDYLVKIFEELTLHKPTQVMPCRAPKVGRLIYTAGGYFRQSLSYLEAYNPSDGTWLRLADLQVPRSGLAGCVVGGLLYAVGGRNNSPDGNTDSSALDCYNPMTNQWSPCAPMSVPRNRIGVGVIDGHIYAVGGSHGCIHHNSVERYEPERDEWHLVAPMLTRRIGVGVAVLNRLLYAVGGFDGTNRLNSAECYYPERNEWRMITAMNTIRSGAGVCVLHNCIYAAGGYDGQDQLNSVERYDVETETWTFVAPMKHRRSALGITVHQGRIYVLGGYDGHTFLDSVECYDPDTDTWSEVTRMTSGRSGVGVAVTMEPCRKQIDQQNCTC
# Pemphigus Ab inh – inhibitors of pemphigus antibody binding to human desmoglein-3; P32926; DSG3-coupled beads, scFv-anti-DSG3-GFP binding, flow cytometry; stronger effect = lower value; binding (percent of control), % at 10 µM; 0.48% of 310,000 active; AID 588358;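 active = binding more than 3 SD below its plate's average and above zero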;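 note: hits lower antibody fragment binding to DSG3; some compounds called inactive have numbers as strong as hits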
# Cardiac RTF inh – cardiac RTF calcium desensitization; P19429+P45379; IANBD-labeled cardiac RTF, Ca2+ fluorescence; inhibition, % at 7.15 µM; 0.12% of 340,000 active;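 active = inhibition above the mean inhibition of all tested compounds plus 3 SD, cut at about 17% in these data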;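 note: assay run at fixed EC70 calcium of 1.6 mM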
# * hit, by the source's call; . = not tested or not shown. Rows were taken by chance; 3.1% or so of the library scored in one or more.
molecule,V-ATPase pH,MOR-DOR inv ag,LANA DNA inh,MOR-DOR ag,Arr AP2 block,Wnt bcat act,RTF Ca sens act,Keap1 Nrf2 FP,Pemphigus Ab inh,Cardiac RTF inh
CCCSc1nnc(NC(=O)c2ccco2)s1,2.4,2.5,-0.3,-0.5,8.4,2.3,-2.5,-7.7,103.0,-4.3
Cc1csc(NC(=O)CCc2nc3ccccc3s2)n1,-1.0,-12.7,-0.5,2.2,10.2,.,-1.6,0.8,108.2,-21.1
COc1ccc(CCNC(=O)c2ccc(N3CCCC3=O)cc2)cc1OC,-0.8,9.3,0.8,-1.8,3.5,0.6,-1.6,-2.3,99.2,-1.1
CCOC(=O)N1CCN(Cc2nc3c(c(=O)n(C)c(=O)n3C)n2Cc2ccccc2)CC1,-2.1,15.3,1.3,-2.8,0.9,0.6,4.2,2.3,77.3,-1.6
Cc1[nH]ncc1-c1nc2ccccc2[nH]1,-2.1,18.7,-1.4,-3.5,22.2,0.3,-1.0,1.2,109.9,-3.8
COc1cc(OC)cc(C(=O)Oc2ccc(/C=N/Nc3nc4ccccc4s3)cc2OC)c1,-0.8,-15.1,-0.9,2.8,9.6,41.0*,-18.4,2.6,103.3,-12.4
COc1ccccc1/C=C1\SC(=S)N(CCC(=O)N2CCCCC2CCO)C1=O (centres undefined),-1.3,5.8,1.2,-1.2,-5.7,-0.3,-3.5,-3.0,102.3,-1.8
O=C(Nc1cccnc1)c1cc(-c2cccc(Br)c2)nc2ccccc12,.,-50.6,-0.4,9.8,3.5,-0.3,-5.2,2.4,94.3,-2.5
COc1cccc(OC)c1C(=O)NC(=O)Nc1c(F)c(F)c(F)c(F)c1F,4.3,7.0,-0.3,-1.4,-10.8,-1.9,3.2,-7.0,109.6,-8.4
Cc1ccc2cccc(NC3OC(=O)c4ccccc43)c2n1 (centres undefined),0.1,-9.0,0.4,1.4,-4.4,.,-4.2,-5.2,93.9,-4.2
Cc1cc(=O)n(-c2ccc3ccccc3n2)[nH]1,-1.2,22.5,-1.3,-4.5,2.4,.,1.8,-3.2,101.4,-4.1
CCOC(=O)c1c(C)oc2c1c1c(c3ccccc32)OCN(Cc2ccccn2)C1,-1.5,-53.2,2.7,8.9,21.9,.,5.7,-2.5,99.0,-5.9
CC1(C)OC(=O)C(=CNNc2c(Cl)cc(Cl)cc2Cl)C(=O)O1,3.9,0.5,-1.2,-0.1,8.9,-1.8,7.6,-5.5,105.3,-2.8
Cc1ccsc1CN(C)C(=O)c1cc(S(=O)(=O)N2CCOCC2)ccc1N1CCCC1,-5.5,6.0,-1.5,-1.4,-8.3,44.0*,-2.6,4.2,100.5,-5.5
Oc1cc(OCc2ccccc2)ccc1-c1[nH]ncc1-c1ccccc1,-2.5,-71.8,0.7,13.8,7.7,1.3,1.2,-1.7,89.2,-8.0
Cc1cc(C)c2c(n1)sc1c(=O)n(-c3ccccc3)c(=O)[nH]c12,-5.1,-6.3,1.7,1.2,5.0,.,6.0,-3.8,104.8,-5.8
CCOC(=O)N1CCN(CC(=O)Nc2c(C(=O)OC)[nH]c3cccc(Cl)c23)CC1,-0.1,-3.4,-0.2,0.6,8.3,-2.2,-6.0,0.1,100.2,5.1
CC(=O)c1ccc(S(=O)(=O)Nc2ccc(C(=O)N3CCC3)cc2)cc1,0.6,21.2,.,-4.1,-8.7,-3.0,20.0,.,103.7,9.4
COc1ccccc1NC(=O)c1cc(OC)c(OC)cc1[N+](=O)[O-],-0.7,0.3,0.9,-0.1,-4.4,0.9,1.8,1.2,97.0,-1.6
CC(=O)Oc1cc2c(C(C)=O)coc2c2ccccc12,2.8,-4.1,1.2,0.7,-8.3,0.9,-3.6,-5.0,.,0.9
O=C1C(C2=NC(c3ccccn3)C3C(=O)N(c4ccc(Cl)cc4Cl)C(=O)C23)=C(O)c2ccccc21 (centres undefined),-0.2,5.5,1.1,-1.1,7.5,-4.5,-0.3,-1.5,96.7,-12.2
COc1ccc(C)cc1NC(=O)CCN1CCN(c2ccccc2)CC1,0.7,6.7,-0.5,-1.3,-4.3,-1.5,6.4,4.2,93.7,-5.2
COc1cc(CC(=O)OCC(=O)NCc2ccc(C)cc2)cc(OC)c1OC,-2.7,-4.6,-2.4,1.1,16.9,-3.4,4.8,-3.7,101.8,0.3
O=C(Nc1cccc(F)c1)C1CCCN(S(=O)(=O)c2ccccc2)C1 (centres undefined),3.0,-5.2,-2.1,1.0,14.0,2.9,-0.1,-0.8,.,-4.7
Cc1ccc(O)c(-c2cc(C(=O)NCc3ccc4c(c3)OCO4)[nH]n2)c1,4.2,-4.0,0.6,0.7,2.5,.,-4.2,-5.4,98.9,-3.0
COc1ccccc1CNC(=O)[C@H](C)N1C(=O)N2CCc3c([nH]c4ccccc34)[C@@]2(C)C1=O,-2.5,6.6,0.6,-1.3,1.3,-2.5,2.3,5.7,.,-8.1
Cc1csc(=O)n1CC(=O)OC(C)C(=O)Nc1ccc(F)c(F)c1F (centres undefined),5.6,9.5,-0.4,-1.8,5.2,-1.7,-1.7,-4.1,94.6,-3.2
Cc1ccc(-n2[nH]c(C)c(/C=N/Nc3ccc([N+](=O)[O-])cc3[N+](=O)[O-])c2=O)cc1C,-1.1,-10.6,-0.5,1.6,10.5,6.0,-5.9,-3.2,91.8,-1.2
CC(=O)Nc1ccc(S(=O)(=O)NCCC(=O)N2CCC(Cc3ccccc3)CC2)cc1,2.2,11.0,-1.7,-2.9,-4.1,-1.8,-4.7,0.3,.,-5.1
CN(C)CCCNC1CS(=O)(=O)CC1O (centres undefined),-0.3,-6.4,1.6,1.1,19.3,.,1.8,0.6,113.5,-7.5
N#Cc1nc(Nc2cccc(Cl)c2)c2ncn(C3CCCC3)c2n1,-1.9,-40.9,0.2,7.4,3.5,12.0,-4.5,-4.3,105.0,6.2
Cc1ccc(C(=O)Nc2ccc3cn[nH]c3c2)cc1S(=O)(=O)N1CCCCC1,0.7,-0.5,-0.8,0.1,-5.4,17.9,-2.6,-2.9,108.0,-8.4
Cc1[nH][nH]c(=O)c1C(c1ccc(-c2cccc(C(=O)O)c2)o1)c1c(C)[nH][nH]c1=O,-2.9,12.1,26.7,-2.1,26.4,1.5,-2.0,-2.3,97.3,7.2
COCCn1c(SCC(=O)Nc2ccc(F)cc2)nc2ccccc2c1=O,-4.8,8.1,2.1,-1.7,-9.3,-0.8,-3.4,-5.5,107.1,0.1
COc1ccc(C(C)=O)cc1CSc1nnc(Nc2ccc(C)cc2C)s1,.,-5.4,-0.3,0.8,-0.4,.,-2.8,-4.6,108.1,1.0
COc1cccc(-n2ccn(CC(=O)NCCc3ccccc3)c(=O)c2=O)c1,-1.4,12.1,0.7,-2.4,5.1,1.3,-6.6,0.2,97.2,-8.0
CNC(=S)NNC(=O)c1c(C)nc2cc(C)ccn12,-10.4,12.2,-1.9,-2.3,-4.8,-1.6,4.1,-2.1,113.8,-5.6
COCCn1c(=NC(=O)c2ccc(S(=O)(=O)N3CCOCC3)cc2)sc2cc(S(N)(=O)=O)ccc21,-0.1,4.7,0.8,-0.9,-8.7,-2.1,-3.5,0.0,101.8,-6.1
Cc1ccc(NC(=O)C(C)OC(=O)Cc2c[nH]c3ccccc23)cc1 (centres undefined),-0.1,-5.7,-1.2,1.1,14.2,0.9,-9.2,-5.9,110.6,-12.1
Cc1ccc(F)cc1NC(=O)c1c(-c2ccccc2)noc1C,6.1,5.7,-2.1,-1.1,19.1,-4.0,3.9,-3.6,108.2,-4.5
C=CCn1c(SCC(=O)Nc2nnc(CC)s2)nnc1-c1ccco1,-2.0,0.5,-1.7,-0.1,0.9,.,4.3,-3.8,102.0,-0.7
O=C(Nc1cccc(F)c1)Nc1cnccn1,0.2,4.5,-1.0,-0.8,1.0,2.9,-2.6,-2.4,103.0,-0.3
COc1cccc(CNC(=O)CN2C(=O)COc3ccc(S(=O)(=O)N4CCC(C)CC4)cc32)c1,4.6,0.2,1.0,0.0,-7.8,-1.7,0.4,-2.7,111.3,-3.4
Cc1ccc(C(=O)CN2CCC(NC(=O)C3CCCCC3)CC2)cc1,3.4,5.9,0.4,-0.9,-0.5,.,-3.9,-9.6,.,7.9
O=C(Nc1ccc2c(c1)OCO2)C(c1ccccc1)N1CCCCC1 (centres undefined),-4.0,-5.9,-1.5,1.1,13.3,0.5,-7.3,1.0,100.1,-5.3
CC(=O)Nc1ccc(S(=O)(=O)Oc2ccc(C(=S)N3CCC(O)CC3)cc2)cc1,-2.7,-11.6,0.2,1.9,2.0,2.4,7.0,-3.2,99.2,-15.5
COc1ccc(OC)c(S(=O)(=O)N2CCCC(C(=O)NCc3ccco3)C2)c1 (centres undefined),-0.7,13.9,1.5,-2.2,14.4,-1.1,-8.4,-1.2,94.6,-4.8
CCOC(=O)/C(=N/Nc1ccc(Cl)cc1)S(=O)(=O)c1ccccc1,4.3,-19.7,-1.6,3.4,10.0,-2.4,1.0,-3.1,97.7,10.2
CC(=O)Nc1ccc(NC(=O)CN(c2ccc(C34CC5CC(CC(C5)C3)C4)cc2)S(C)(=O)=O)cc1,-3.3,2.3,-0.5,-0.4,4.8,1.5,7.5,0.3,98.8,-5.3
Cc1cccc(NC(=O)c2cccc([N+](=O)[O-])c2O)c1C,7.3,13.4,0.1,-2.7,28.1,49.0*,-0.5,-0.6,.,-5.0
CCC(=O)Nc1ccc(C(=O)OCc2ccccc2)cc1,2.8,2.0,-1.6,-0.4,53.2,6.7,-1.7,-0.9,112.0,-10.8
CCC(=O)Nc1c2c(nn1-c1ccc(F)cc1)CS(=O)C2 (centres undefined),-4.9,1.1,0.1,-0.2,0.5,-3.4,11.9,-8.8,101.6,-12.8
COc1cc([N+](=O)[O-])ccc1NC(=O)CCS(=O)(=O)c1ccc2c(c1)n(C)c(=O)c(=O)n2C,2.0,10.6,0.4,-1.9,-8.5,-1.4,1.6,-2.2,83.6,-0.7
COc1ccc(C2=C(C=O)Cc3ccccc3O2)cc1,0.1,-31.8,-0.4,6.0,14.4,15.7,6.8,-4.8,117.8,3.3
CC(=O)Oc1c(C)c(OC(C)=O)c2c(c1C(C)=O)OC1CC(=O)C(C(C)=O)=C(O)C21C (centres undefined),-5.0,13.1,-0.8,-2.6,-0.4,-1.5,-1.4,-4.8,94.4,-17.9
Cc1cc2nc(/C=C/c3nc4cc(C)c(C)cc4[nH]3)[nH]c2cc1C,-3.8,-9.1,0.4,1.9,-9.5,6.6,0.1,-1.2,95.7,2.9
Cc1ccccc1NC(=S)NNC(=O)c1cccc(Br)c1,1.1,13.4,-1.1,-2.6,-5.2,1.4,3.3,0.2,92.9,7.8
